Screening results (PubChem)
DUSP3 inh: DUSP3 (human) phosphatase inhibition; P51452; recombinant VHR phosphatase, pNPP absorbance; inhibition, % at 13.3 µM; 290,000 tested, 0.52% active; AID 1654; in the data active = inhibition above about 50%; note: some compounds called inactive have numbers as strong as hits
TcdB inh: blocks C. difficile toxin B glycohydrolase activity; TcdB glycohydrolase enzymatic assay, plate reader; AID 652162; 350,000 tested, 0.24% active; P18177; inhibition, % at 9.99 µM; in the data active = inhibition above about 10%
Target sequence (P18177 whole entry, looked up): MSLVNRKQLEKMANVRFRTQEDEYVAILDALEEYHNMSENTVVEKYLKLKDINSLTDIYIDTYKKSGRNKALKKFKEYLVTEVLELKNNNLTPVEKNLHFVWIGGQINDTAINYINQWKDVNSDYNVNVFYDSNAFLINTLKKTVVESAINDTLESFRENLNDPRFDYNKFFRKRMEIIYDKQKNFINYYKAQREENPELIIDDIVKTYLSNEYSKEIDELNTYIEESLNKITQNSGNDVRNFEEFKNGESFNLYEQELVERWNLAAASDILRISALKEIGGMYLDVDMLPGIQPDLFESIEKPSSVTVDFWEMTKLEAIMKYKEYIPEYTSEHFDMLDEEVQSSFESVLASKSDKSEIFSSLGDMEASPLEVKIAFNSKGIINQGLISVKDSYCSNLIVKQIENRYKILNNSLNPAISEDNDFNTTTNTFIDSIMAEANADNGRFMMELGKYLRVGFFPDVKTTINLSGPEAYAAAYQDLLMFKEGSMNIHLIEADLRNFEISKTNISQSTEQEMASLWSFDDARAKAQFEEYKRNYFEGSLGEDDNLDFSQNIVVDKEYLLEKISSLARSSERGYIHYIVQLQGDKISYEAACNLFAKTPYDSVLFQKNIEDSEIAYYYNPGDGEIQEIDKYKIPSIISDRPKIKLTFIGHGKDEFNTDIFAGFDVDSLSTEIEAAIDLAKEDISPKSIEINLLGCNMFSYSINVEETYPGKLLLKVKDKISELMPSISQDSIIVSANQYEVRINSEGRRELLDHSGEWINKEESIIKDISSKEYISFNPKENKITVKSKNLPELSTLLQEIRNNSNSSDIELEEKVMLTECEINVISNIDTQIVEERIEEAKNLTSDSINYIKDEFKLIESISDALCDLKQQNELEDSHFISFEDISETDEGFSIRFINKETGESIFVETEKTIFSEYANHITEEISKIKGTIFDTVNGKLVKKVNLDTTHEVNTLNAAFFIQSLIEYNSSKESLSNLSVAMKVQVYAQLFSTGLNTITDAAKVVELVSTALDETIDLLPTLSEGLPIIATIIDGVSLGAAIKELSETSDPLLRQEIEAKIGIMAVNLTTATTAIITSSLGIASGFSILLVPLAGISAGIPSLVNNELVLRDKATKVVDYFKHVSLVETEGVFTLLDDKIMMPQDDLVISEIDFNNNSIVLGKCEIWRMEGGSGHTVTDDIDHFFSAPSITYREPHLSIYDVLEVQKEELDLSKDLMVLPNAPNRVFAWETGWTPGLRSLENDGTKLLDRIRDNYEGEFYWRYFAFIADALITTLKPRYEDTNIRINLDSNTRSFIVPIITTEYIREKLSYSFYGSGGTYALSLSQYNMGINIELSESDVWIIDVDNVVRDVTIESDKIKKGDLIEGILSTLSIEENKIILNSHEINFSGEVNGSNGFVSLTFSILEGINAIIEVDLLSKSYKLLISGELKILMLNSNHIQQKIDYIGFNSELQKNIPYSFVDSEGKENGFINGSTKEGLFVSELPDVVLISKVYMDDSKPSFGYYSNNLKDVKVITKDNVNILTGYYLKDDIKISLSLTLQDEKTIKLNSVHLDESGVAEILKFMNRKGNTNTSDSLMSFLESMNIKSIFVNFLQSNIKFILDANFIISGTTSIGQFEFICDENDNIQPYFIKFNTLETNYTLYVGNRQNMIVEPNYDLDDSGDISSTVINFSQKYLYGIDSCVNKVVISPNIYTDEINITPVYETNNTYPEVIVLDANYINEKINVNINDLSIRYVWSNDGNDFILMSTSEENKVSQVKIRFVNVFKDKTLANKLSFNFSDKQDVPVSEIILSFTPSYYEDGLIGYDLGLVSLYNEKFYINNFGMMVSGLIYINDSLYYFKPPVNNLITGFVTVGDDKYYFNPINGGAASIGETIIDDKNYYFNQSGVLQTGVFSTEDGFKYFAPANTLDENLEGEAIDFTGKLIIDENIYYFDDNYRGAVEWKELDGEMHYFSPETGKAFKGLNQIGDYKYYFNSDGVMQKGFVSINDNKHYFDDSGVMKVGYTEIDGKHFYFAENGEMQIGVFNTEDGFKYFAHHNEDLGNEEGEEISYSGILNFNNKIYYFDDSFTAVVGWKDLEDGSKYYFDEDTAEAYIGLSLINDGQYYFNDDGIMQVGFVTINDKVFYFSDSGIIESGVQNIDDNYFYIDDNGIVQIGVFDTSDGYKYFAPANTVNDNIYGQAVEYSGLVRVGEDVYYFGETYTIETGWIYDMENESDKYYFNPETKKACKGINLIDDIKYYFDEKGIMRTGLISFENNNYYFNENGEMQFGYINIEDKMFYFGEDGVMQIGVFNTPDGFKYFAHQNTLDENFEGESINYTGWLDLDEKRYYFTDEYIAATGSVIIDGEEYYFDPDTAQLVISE
PfHsp40 yeast: rescue of PfHsp40-mediated yeast toxicity. S. cerevisiae expressing PfHsp40, growth rescue, ATP luminescence. 340,000 tested, 0.68% active. growth rescue, % at 12.5 µM. AID 504582; in the data active = growth rescue above about 28%, passing the limit was not always enough; inconclusive = no clear call, values can overlap the other calls;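 note: yeast W303a lacking pdr1 and pdr3 grown in galactose medium; growth measured after three days at 30 °C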
Anthrax LF inh2: anthrax lethal factor protease inhibition; P15917; multiplex microsphere protease cleavage assay, LF; inhibition, % at 10 µM; 360,000 tested, 0.12% active; AID 588501; in the data active = inhibition above about 30%; inconclusive = no clear call, values can overlap the other calls; note: plate controls were buffer without enzyme for full effect and enzyme alone for no effect
Y pestis TopoI: inhibitors of Yersinia pestis topoisomerase I | Y. pestis Topo-I cleavage product accumulation, plate reader | activity, % at 10 µM | 360,000 tested, 0.064% active | AID 504884; in the data active = activity above about 50%, passing the limit was not always enough; inconclusive = no clear call, values can overlap the other calls; note: inactives centre near 2
MazEF act: MazEF (E. coli) toxin RNase activation; P0AE70; FAM/BHQ RNA-DNA oligo cleavage fluorescence, 5 h; activation, % at 20 µM; 350,000 tested, 0.32% active; AID 504720; in the data active = activation above about 50%
Rv3671c protease: inhibitors of M. tuberculosis serine protease Rv3671c | inhibition, % at 5.96 µM | P9WHR9 | 320,000 tested, 0.048% active | AID 2606; in the data active = inhibition above about 38%;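 note: extracellular domain of Rv3671c used as enzyme; 0% = enzyme with DMSO and 100% = no enzyme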
BH1578 lux ind: induces V. cholerae light production without autoinducers | V. cholerae BH1578 lux reporter, luminescence, 6 h | activation, % at 18.7 µM | 350,000 tested, 0.16% active | AID 588436; in the data active = activation mostly above about 9.7%, no sharp cut-off; inconclusive = no clear call, values can overlap the other calls; inactive = mostly below about 3.7%; note: not every result past the cut was called active; inactives centre near 0; reference of the scale not given here
3CLpro inhibitor: SARS-CoV 3CLpro protease inhibition. recombinant SARS-CoV 3CLpro, quenched FRET peptide cleavage. 290,000 tested, 0.14% active. inhibition, % at 6 µM. AID 1706; in the data active = inhibition above about 12%
PriA SSB inh: inhibitors of Klebsiella pneumoniae PriA binding to SSB C-terminal tail; AlphaScreen SSBct-PriA binding, biotinylated peptide; 430,000 tested, 0.6% active; AID 1272365; inhibition, % at 33 µM; in the data active = inhibition mostly above about 37%, no sharp cut-off; inactive = mostly below about 20%;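 note: plate controls were negative control peptide for no effect and reference peptide for full effect; strong numbers were not always called active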
The depositor's hits bear a star; i = inactive; ? = inconclusive; / = no result given; & = joins results of further samples; ! = not confirmed by another sample. The list is partial; rates above refer to the full screens.

SMILES	DUSP3 inh	TcdB inh	PfHsp40 yeast	Anthrax LF inh2	Y pestis TopoI	MazEF act	Rv3671c protease	BH1578 lux ind	3CLpro inhibitor	PriA SSB inh
Nc1cc(-c2ccco2)no1	/	/	-1.5	-4	-1	2	10	-0.3	1	-7
CC(=O)Nc1ccc(S(=O)(=O)NC(CC(=O)NCCC2=CCCCC2)C(C)C)cc1 (stereo not drawn)	10	/	0.2	2	-8	1	-15	i	3	-11
CC1(C(=O)NS(=O)(=O)c2ccc(Cl)cc2)CCN1C(=O)CCC1CCCC1 (stereo not drawn)	/	0.2	/	-3	3	/	/	0.2	/	/
Cn1c(N2CCOCC2)cc(=O)n(C)c1=O	8	2.0	0.5	-4	3	8	-5	-2.4	-5	-5
COc1ccc(CNCc2c(F)cccc2F)cc1OC	8	0.4	-0.4	-6	-4	7	/	0.7	0	-8
CC(C)(C)c1ccc(NC(=O)CON=C(N)c2ccccc2)cc1	/	1.0	1.8	3	9	-7	/	1.4	/	/
CCOC(=O)c1ccccc1NC(=O)COC(=O)CCC(=O)c1ccccc1	10	-2.3	-2.1	-1	15	-5	-6	i	-1	-7
O=C(CNc1cccc2ccccc12)c1ccc([N+](=O)[O-])cc1	15	/	?	-3	-19	12	3	i	-4	9
COc1cc(NC(=O)CN2CCN(c3ccccc3F)CC2)c(C)cc1[N+](=O)[O-]	10	0.2	-0.2	0	2	-3	-6	-0.2	0	0
O=C1NC2(CCCCCC2)C(=O)N1CCS(=O)(=O)Oc1ccccc1	14	-0.7	0.3	6	-1	-7	-5	0.0	5	-12
Cn1cc(C2NC(=O)c3ccccc3N2)c2ccccc21 (stereo not drawn)	/	-5.3	-0.5	3	1	2	/	i	/	5
COC(=O)c1ccc(C(=O)OC)c(NC(=S)N2CCN(C(=O)C3CCCO3)CC2)c1 (stereo not drawn)	17	0.0	-0.8	-2	-1	-8	4	0.7	0	-7
COc1ccc(CCNC(C)C(=O)Nc2ccc(S(N)(=O)=O)cc2)cc1 (stereo not drawn)	/	1.6	15	-9	-12	2	-4	0.6	-3	-7
Cc1cc(Br)cc(C)c1OCCCCN(C)C	1	/	-0.9	-4	-6	9	0	i	-3	-15
COC(=O)c1c(C)nn(-c2ccc(F)c(Cl)c2)c1-c1cc(C)on1	13	0.5	-0.3	-10	-11	5	3	-0.7	8	-17

2 compounds from above, showing only PfHsp40 yeast, DUSP3 inh and BH1578 lux ind:
compound | PfHsp40 yeast | DUSP3 inh | BH1578 lux ind
COc1cc(NC(=O)CN2CCN(c3ccccc3F)CC2)c(C)cc1[N+](=O)[O-] | -0.2 | 10 | -0.2
O=C1NC2(CCCCCC2)C(=O)N1CCS(=O)(=O)Oc1ccccc1 | 0.3 | 14 | 0.0

(continued)
SMILES	DUSP3 inh	TcdB inh	PfHsp40 yeast	Anthrax LF inh2	Y pestis TopoI	MazEF act	Rv3671c protease	BH1578 lux ind	3CLpro inhibitor	PriA SSB inh
COc1ccc(-c2nc3n(n2)C(c2cccnc2)C(C(N)=O)=C(C)N3)cc1 (stereo not drawn)	/	/	-1.1	3	4	2	2	-0.3	3	-8
COc1ccc(CCNS(=O)(=O)c2ccc(N3CCCC3=O)cc2)cc1	/	/	-1.3	-1	0	-1	1	0.7	2	-9
O=C(NCc1cccnc1)c1cc(S(=O)(=O)N2CCCC2)c(Cl)cc1Cl	21	1.1	-0.6	3	-3	6	/	-0.2	-4	-5
O=C(N/N=C/c1ccccc1Br)c1ccc(CSc2cccc3cccnc23)cc1	19	/	-1.4	-7	15	-3	-29	-0.7	2	/
O=C(OCC#CCSc1nnc(-c2cccc3ccccc23)o1)c1cccc2[nH]ccc12	/	1.2	2.4	-4	1	-9	-63	-0.4	/	-23
C[C@H](NC(=O)NCCc1ccccc1)C(=O)O	6	/	-0.4	-2	2	1	-3	4.2	3	-13
Cc1cc(C)n(-c2ccc(C(=O)Nc3cc(S(=O)(=O)N(C)C)ccc3Cl)cc2)n1	3	/	-1.0	0	6	7	0	-0.2	3	-13
O=C(N/N=C/c1cc(Br)ccc1O)c1ccccc1Cl	-17	/	466*	0	-10	-3	8	-0.4	5	/
CCOc1ccccc1-c1nc2c(s1)CCc1onc(-c3ccc(OC)cc3)c1-2	/	/	-0.5	-7	0	-9	-8	i	/	-5
CCOC(=O)c1c(-c2ccccc2)n(C)c2ccc(O)cc12	4	/	-1.3	-4	-4	12	3	-0.5	-2	-1
CCN(C(=O)COC(=O)CC(C)c1ccccc1)c1c(N)n(Cc2ccccc2)c(=O)[nH]c1=O (stereo not drawn)	/	-0.2	-0.4	-2	9	3	5	i	/	-27
CCOC(=O)N1CCN(C(=O)c2cccc(N3C(=O)NC4CC3(C)Oc3ccccc34)c2)CC1 (stereo not drawn)	14	-0.2	-0.4	4	8	6	11	-0.5	2	8
CCN(CC(=O)Nc1c(F)cccc1F)C(=O)/C=C/c1ccc2ccccc2n1	/	1.8	-1.2	4	-6	-4	-5	i	/	-2
CCCCn1c(O)c(/C(CC)=N/N2CCCCC2c2cccnc2)c(=O)[nH]c1=S (stereo not drawn)	8	/	1.2	1	33	-5	-29	-0.6	0	/
COc1ccc(Nc2nc3ccc(OC)cc3s2)cc1	6	1.0	7.6	2	-12	5	2	i	3	38*!
O=c1[nH]c2cc(Cl)ccc2n1-c1ccccc1	8	/	-0.4	-6	2	-1	0	i	1	-5
COc1ccc(C(=O)NCc2ccc3c(c2)OCO3)cc1S(=O)(=O)NCc1ccc(Cl)cc1	1	/	0.6	0	11	-5	-14	i	5	-1
N=C1c2ccccc2-c2ccccc21	/	-4.1	-0.6	0	-6	-4	/	i	/	-7
O=[N+]([O-])c1ccccc1S(=O)(=O)N1CCc2ccccc2C1	-9	-2.4	1.4	-3	-5	-25	4	i	3	-1
CCOc1ccc(Br)cc1S(=O)(=O)NCC(c1ccc(OC)cc1)N1CCOCC1 (stereo not drawn)	/	2.4	-0.5	-1	27	-26	/	-0.6	/	-8
CCN(CC)CCCN(C(=O)c1ccc(OC)cc1)c1nc(-c2ccc(OC)cc2)cs1	11	0.6	0.3	4	15	30	-2	0.7	1	-1
Cc1ccc(N)cc1Cl	/	0.8	0.7	-4	-6	7	/	-5.5	/	-3
O=C(N/N=C/c1cccc([N+](=O)[O-])c1)c1cc[n+](CCO)cc1	6	0.2	-1.4	-15	2	0	0	-0.4	-7	/
FC(F)(F)c1cccc(-n2c(Cn3nnc4ccccc43)n[nH]c2=S)c1	32	1.0	/	/	-6	-3	-9	-0.6	5	7
CCc1ccc(CCC(=O)Nc2ccc(C(=O)O)cc2)o1	6	1.9	0.3	-2	9	4	0	i	-1	-11
CCOC(=O)COc1c(C(=O)OC)sc2ncccc12	38	0.3	-0.9	-6	-2	2	-2	-2.7	-3	6
Cc1ccc(C)c(-n2c(Cc3cc(=O)[nH]c(=O)[nH]3)nnc2SC(C)C)c1	9	1.2	-1.0	-8	1	3	3	-0.4	-2	-9
COC(CNC(=O)C(=O)NCC1CCCN1S(=O)(=O)c1cccs1)OC (stereo not drawn)	/	-3.7	1.4	-4	3	5	-1	-2.2	/	-2
O=C1C=C(C#Cc2ccccc2)C[C@@H](c2ccc(F)cc2)C1	/	1.0	/	-5	48	-5	/	i	/	/
O=C(CSc1nnc(-c2ccccc2)c2ccccc12)NCCN1C(=O)CSC1=O	/	0.0	-1.5	0	15	4	-3	2.1	/	11

Look-ups from the entries so far:
CCOC(=O)c1c(-c2ccccc2)n(C)c2ccc(O)cc12 in 3CLpro inhibitor → -2
CCOc1ccccc1-c1nc2c(s1)CCc1onc(-c3ccc(OC)cc3)c1-2 in Rv3671c protease → -8
COc1ccc(CNCc2c(F)cccc2F)cc1OC in MazEF act → 7
O=C(NCc1cccnc1)c1cc(S(=O)(=O)N2CCCC2)c(Cl)cc1Cl in Anthrax LF inh2 → 3

(listing goes on)
SMILES	DUSP3 inh	TcdB inh	PfHsp40 yeast	Anthrax LF inh2	Y pestis TopoI	MazEF act	Rv3671c protease	BH1578 lux ind	3CLpro inhibitor	PriA SSB inh
S=c1nc(C23CC4CC(CC(C4)C2)C3)[nH][nH]1	16	2.3	1.0	-3	2	4	3	2.0	2	9
O=C1CN(C(=O)C2CC2)c2ccccc2N1	21	/	-0.9	0	3	-4	7	-0.2	-2	-18&-7&-8
Cc1c(-c2ccc(OCc3ccccc3)cc2)nc2ccccc2c1C(=O)O	20	0.9	2.0	-20	-7	1	4	i	0	2
CC1(C(=O)Nc2cccc3c2CCCC3)CCN1C(=O)c1cccc(F)c1 (stereo not drawn)	/	2.5	/	-7	21	/	/	0.3	/	/
Cc1ccc(NC(=O)CC(C)CC(=O)NCc2ccccc2)cc1Cl (stereo not drawn)	-1	0.3	-0.8	-8	-11	10	3	i	-5	-20
COc1ccccc1/C=C/C=N/NC(=O)CCn1cnc2ccccc21	1	1.1	-1.7	-10	2	-1	4	-0.7	2	-3
CC(=O)Nc1ccc(CN(C)CC2CCCN(CCc3cccc(C(F)(F)F)c3)C2)cc1 (stereo not drawn)	21	-0.3	-1.6	4	-3	0	3	i	-3	-10
C/C(=N\O)C(C)/[N+]([O-])=C/c1nc(C)c(C)n1O (stereo not drawn)	/	/	-2.5	0	-8	-1	5	-6.2	-4	/
CCC(=O)N(Cc1cc2c(C)ccc(C)c2[nH]c1=O)C1CCCCC1	3	/	0.0	0	33	-3	-13	i	0	0
COC(=O)C1=C(c2ccc(S(C)(=O)=O)cc2)C[C@@H]2CC[C@H]1N2C(=O)NC(C)C	/	-3.1	-1.4	-4	2	8	-5	-9.1	/	-5
COC(=O)C[C@H]1c2ccccc2S(=O)(=O)N1C(C)C	/	1.4	-1.1	-4	-3	8	3	i	/	1
CN(CC(=O)Nc1ccc2c(c1)OCCO2)CC(=O)Nc1ccc(F)c(F)c1F	/	-0.5	-1.3	0	-2	-6	2	/	/	-13
CC(C)(C)c1ccccc1NC(=O)COC(=O)CN1C(=O)NC2(CCCC2)C1=O	/	1.9	-1.2	-6	8	5	2	-1.1	/	-6
CC(=O)CSc1nnc(CN2C(=O)CSc3ccc(C(F)(F)F)cc32)n1C	23	-9.2	2.4	3	-5	-3	0	-0.5	-6	-13
CCC(=O)Nc1ccccc1C(=O)OCC(=O)c1ccccc1	6	/	0.5	-8	-1	9	3	-0.3	7	-9
COP(=O)(OC)C(NC(=O)c1ccc(C)cc1)C(Cl)(Cl)Cl (stereo not drawn)	-7	1.4	-1.5	-4	-9	-4	5	-0.5	5	-12
Nc1nc(N2CCN(C(=O)c3ccco3)CC2)nc2ccc(Br)cc12	2	/	0.2	-6	1	0	-8	-1.6	-5	0
COc1ccc(CCN(C)Cc2c(O)ccc3cc(Br)ccc23)cc1OC	1	0.5	0.7	-4	19	-20	-9	i	-3	7
CC(C)CN(C1CCS(=O)(=O)C1)S(=O)(=O)c1ccc2ccccc2c1 (stereo not drawn)	/	6.4	-1.1	0	18	3	-2	-1.2	/	-6
CCCCN1C[C@H](Cc2ccccc2)[C@@H](CC(=O)NCc2ccc(OC)cc2)C1=O	40	1.1	2.3	-3	9	-10	0	-7.1	-3	/
Cn1c(SCC(=O)c2ccccc2)ncc(C(=O)Nc2ccccc2)c1=O	/	1.3	0.4	0	-10	-14	6	-0.2	/	-3
Clc1cccc(-c2ccc(C=Nc3ccc(N4CCOCC4)cc3)o2)c1	-2	/	-1.3	-6	2	-12	-6	i	-3	-11
CCC(CC)NC(=O)CN1CCN(S(=O)(=O)c2cccs2)CC1	/	2.5	-0.8	-1	-1	1	/	-1.4	/	-4
O=C(COC(=O)c1cccc(Cl)c1)Nc1cc(Cl)ccc1Oc1ccccc1	-2	0.8	0.7	-3	-5	-8	-38	-0.3	-2	4
CCc1ccc(/C=C2/SC(=S)N(CC(=O)Nc3nc4ccccc4s3)C2=O)cc1	22	/	0.1	0	11	-41	-1	i	0	-13
CCOc1cc(C=C(C#N)C#N)ccc1Oc1ccc([N+](=O)[O-])cn1	-10	0.8	-0.5	-5	7	-1	-1	i	6	14
CC(C)OC(=O)CCC1(C(=O)O)CCC(=O)NC1 (stereo not drawn)	13	-0.3	-1.0	-1	0	4	-6	-0.5	4	0
